D3 ag – qHTS of D3 Dopamine Receptor Agonist: qHTS. D(3) dopamine receptor (Homo sapiens), P35462. D3R DiscoveRx beta-arrestin cells, luminescence, 90 min. max activation, %. hit rate 0.58% among 410,000. AID 652048, 2013; in the data active means max activation above about 30%; further: 0% is about no effect; mostly tested at two doses, the higher about 12 µM
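Agonist mode: compounds and dopamine controls were applied to plated cells for 90 min at 37 degrees C after an overnight attachment at 1500 cells/well. Luminescent read-out followed 30 - 60 minutes at room temperature with DiscoveRx detection reagent.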
DRD3 antagonist – qHTS of D3 Dopamine Receptor Antagonist: qHTS. D3R cells, DiscoveRx beta-arrestin luminescence, antagonist mode; active compounds read low. hit rate 2.5% among 360,000. max response, negative = inhibition, %. D(3) dopamine receptor (Homo sapiens), P35462; in the data active means max response below about -50%; inconclusive means no clear call, values can overlap the other calls; further: on the % scale 0 is the no-effect control and ±100 the full control effect; mostly tested at two doses, the higher about 12 µM
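Cells expressing the human receptor were seeded at 1500 cells/well, incubated overnight at 37 degrees C in 5% CO2, then exposed to library compounds with dopamine controls for 90 minutes at 37 degrees C before luminescent detection.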
GLP1R inv ag – qHTS of GLP-1 Receptor Inverse Agonists (Inhibition Mode); Glucagon-like peptide 1 receptor (Homo sapiens), P43220; HEK293 GLP-1R CRE-luciferase, luminescence, 24 h; GLP-1R form is constitutively active; Potency, µM (series often up to 38.3 µM), without a hit: top-dose activity change, negative = inhibition, actives largely listed as inhibitors; hit rate 1.6% among 410,000; AID 624417, 2012; further: potency means the concentration at half of the fitted maximal effect; on the % scale 0 is the no-effect control and ±100 the full control effect; nearly all actives have a fitted effect of over 55% in size
Target sequence (P43220 whole entry, looked up): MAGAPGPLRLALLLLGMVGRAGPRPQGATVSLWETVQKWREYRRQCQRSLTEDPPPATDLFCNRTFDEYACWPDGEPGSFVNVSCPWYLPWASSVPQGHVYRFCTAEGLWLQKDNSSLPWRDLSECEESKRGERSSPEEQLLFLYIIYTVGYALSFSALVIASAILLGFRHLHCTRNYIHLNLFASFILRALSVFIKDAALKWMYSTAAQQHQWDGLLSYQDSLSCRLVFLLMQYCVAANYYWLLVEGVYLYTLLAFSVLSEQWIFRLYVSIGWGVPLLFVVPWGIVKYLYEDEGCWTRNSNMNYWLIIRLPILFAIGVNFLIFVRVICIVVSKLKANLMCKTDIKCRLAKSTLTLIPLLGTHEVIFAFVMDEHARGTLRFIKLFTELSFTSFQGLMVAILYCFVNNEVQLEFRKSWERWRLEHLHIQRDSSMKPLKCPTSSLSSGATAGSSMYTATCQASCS
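HEK293 cells stably co-expressing constitutively active GLP-1R and a cAMP-responsive luciferase reporter were seeded in DMEM with 10% Nu serum, given compounds after 12 h, and incubated 24 h at 37 deg C. Luminescence was then read.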
PTHR1 agonist – qHTS for PTHR1 Agonists: Primary Screen. Parathyroid hormone/parathyroid hormone-related peptide receptor (Homo sapiens), Q03431. HEK293 GP2 PTHR1 cells, GloSensor cAMP luminescence, 1 h. Potency, µM (series often up to 115 µM), without a hit: at the highest dose activation, actives largely listed as activators. hit rate 0.075% among 410,000. AID 743266, 2014; further: potency means the concentration at half of the fitted maximal effect; nearly all actives have a fitted effect of over 55% in size; some results filed as inactive show a strong effect at the top dose; inactives centre near -15; many of its hits are not listed in these tables
Target sequence (Q03431 whole entry, looked up): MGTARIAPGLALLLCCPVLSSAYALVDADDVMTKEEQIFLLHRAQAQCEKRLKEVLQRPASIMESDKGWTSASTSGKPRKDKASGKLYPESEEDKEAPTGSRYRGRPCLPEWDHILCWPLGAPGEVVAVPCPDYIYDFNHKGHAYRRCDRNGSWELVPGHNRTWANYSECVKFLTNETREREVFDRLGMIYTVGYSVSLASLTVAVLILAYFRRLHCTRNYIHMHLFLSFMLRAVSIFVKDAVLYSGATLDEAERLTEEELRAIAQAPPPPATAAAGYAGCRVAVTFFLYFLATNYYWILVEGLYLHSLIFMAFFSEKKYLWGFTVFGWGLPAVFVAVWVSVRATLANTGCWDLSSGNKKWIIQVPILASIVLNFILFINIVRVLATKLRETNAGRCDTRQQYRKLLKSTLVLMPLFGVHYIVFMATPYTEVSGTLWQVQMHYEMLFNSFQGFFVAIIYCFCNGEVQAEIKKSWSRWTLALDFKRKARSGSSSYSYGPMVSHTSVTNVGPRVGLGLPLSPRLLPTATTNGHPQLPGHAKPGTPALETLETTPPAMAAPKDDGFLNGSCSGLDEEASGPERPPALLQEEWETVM
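HEK-293-derived GP2 cells expressing PTHR1 and a GloSensor cAMP reporter, 3,000/well, plated overnight, given luciferin plus IBMX (each 0.5 mM as added) for 1 h at 37 °C, then compound for 1 h at 37 °C. Luminescence was read after 15 min at room temperature.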
aSyn yeast inh – qHTS of alpha-syn Inhibitors | Yeast expressing alpha-synuclein, growth rescue, BacTiter-Glo, 24 h | Potency, µM (highest dose often 46.1 µM), without a hit: at the top dose growth rescue (activation), hits mostly activators | hit rate 0.14% among 370,000; further: potency means the concentration at half of the fitted maximal effect; % of control where 0% means no effect; nearly all actives have a fitted effect of over 65% in size
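Rescue of yeast growth: cells expressing toxic alpha-synuclein, induced in galactose at OD600 0.02, incubated with compound 24 h at 30 C. ATP luminescence quantified growth; inhibitors of toxicity appear as activators.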
GLP1R cytotox – qHTS of GLP-1 Receptor Inverse Agonists: Cytotox Screen. AID 624418, 2012. hit rate 0.13% among 410,000. HEK293 cAMP-luciferase reporter cells, luminescence, 24 h. Potency, µM (top dose mostly 38.3 µM), for inactives: at the highest dose activity change, negative = inhibition, actives largely listed as inhibitors;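 further: loss of luciferase light is scored as toxicity; potency means the concentration at half of the fitted maximal effect; on the % scale 0 is the no-effect control and ±100 the full control effect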
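Here, cytotoxicity is scored as loss of luminescence. The MLSMR collection was tested on cells seeded in medium containing 10% Nu serum, with a 24 hr compound exposure preceded by 12 hours of culture.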
KB-V1 cytotox – qHTS assay for MDR1-selective chemotherapeutics: Primary screen using the drug-selected MDR subline cells KB-V1. KB-V1 MDR cells viability, CellTiter-Glo, 72 h. hit rate 3.4% among 400,000. Potency, µM (top dose mostly 46.1 µM), for inactives: at the highest dose activity change, negative = cytotoxicity, most hits filed as cytotoxic; further: potency means the concentration at half of the fitted maximal effect; on the % scale 0 is the no-effect control and ±100 the full control effect; nearly all actives have a fitted effect of over 60% in size
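In this primary screen, KB-V1 cells overexpressing P-gp are incubated with library compounds (lowest to highest concentration) for 72 h at 37 degrees C before a luminescent ATP viability read.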
GLP1R ag – qHTS of GLP-1 Receptor Agonists; Glucagon-like peptide 1 receptor (Homo sapiens), P43220; HEK293 GLP-1R CRE-luciferase, luminescence, 4-6 h; cells express a hypersensitive GLP-1R form; Potency, µM (highest dose often 45.6 µM), without a hit: top-dose activation, most hits filed as activators; hit rate 0.007% among 380,000; AID 624172, 2012; further: potency means the concentration at half of the fitted maximal effect; % of control where 0% means no effect
TDP-43 yeast inh – qHTS of TDP-43 Inhibitors | TDP-43 expressing yeast growth rescue, BacTiter-Glo, 24 h | Potency, µM (top dose mostly 46.1 µM), without a hit: at the highest dose growth rescue (activation), hits mostly activators | hit rate 1.8% among 410,000 | AID 652104, 2013; further: potency means the concentration at half of the fitted maximal effect; % of control where 0% means no effect; nearly all actives have a fitted effect of over 50% in size
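Yeast expressing TDP-43 (pregrown in raffinose, seeded at OD600=0.02 in galactose medium) exposed to compounds 24 hr at 30 deg C. Growth read by BacTiter-Glo luminescence; rescue of toxicity appears as increased signal.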
Numbers without * were called inactive; i = inactive; ? = inconclusive; · = no result given; & = joins results of further samples; [ ] = dose if it differs, or a comment. Unless noted, the call rests on the fitted dose curve; in most records, active means well fitted curve in the direction sought with a large enough effect; inconclusive means small, poorly fitted or top-dose-only effect, or another doubt; inactive means no such curve, though single readings can be large; an effect the other way counts as inactive or inconclusive. A portion of the library. The share of hits here may be higher or lower than overall.

Every second line gives: D3 ag	DRD3 antagonist	GLP1R inv ag	PTHR1 agonist	aSyn yeast inh	GLP1R cytotox	KB-V1 cytotox	GLP1R ag	TDP-43 yeast inh
FC(F)(F)c1cccc(NC2=NCCCS2)c1
 : -2	0	3%	i	-17%	5%	-1%	5%	-9%
COC(=O)C1=C(c2ccc(F)cc2OCc2ccccc2)C[C@@H]2CC[C@H]1N2C(=O)NCc1ccc(Cl)cc1
 : -1	-17	9%	i	1%	11%	-28%	2%	?
C=CCN1C(=O)NC(=O)/C(=C/c2cnc(SC)nc2)C1=O
 : -4	33	-6%	i	19%	2%	13%	1%	2%
COc1ccc(CCn2c(O)c(C=NCCN3CCCCC3)c(=O)[nH]c2=O)cc1OC
 : 0	-27	-2%	-9%[57.5 µM]	-19%	-11%	6%	2%	10%
Cc1cc(C(=O)OCC(=O)Nc2cccc(F)c2)c(C)n1C1CC1
 : -4	-6	-16%	-21%	10%	-14%	-14%	6%	?
CN1CC[C@]23c4c5ccc(OC6OC(C(=O)O)[C@@H](O)C(O)[C@H]6O)c4OC2C(O)C=CC3[C@H]1C5 (some centres not stated)
 : -27	-8	7%	-23%	-4%	1%	-6%	8%	22%
CN1/C(=C\C=C2C(=O)NC(=S)NC2=O)C(C)(C)c2ccccc21
 : -3	-15	15%	-26%	-9%	-1%	?	8%	-16%
Cc1cccc(OCCn2c(=O)oc3ccc(C)cc32)c1
 : -4	-21	?	-33%[inhibitor]	1%	11%	-25%	18%	14µM*
CCNc1nc(N)c(C(=O)c2ccc(Cl)s2)s1
 : -2	-51*	?	-3%[57.5 µM]	9%	?	?	-4%	13µM*
CCOC(=O)C1CCN(Cc2c(F)cccc2Cl)CC1
 : -30	?	1%	?	-2%	2%	0%	-6%	-15%
CC(C)CN1CCN(Cc2cccc3c2OCO3)CC1CCO (configuration not stated)
 : -6	0	23%	-18%	?	7%	-4%	5%	24%
CCCCn1nnnc1C(CCc1ccccc1)N1CCC2(CC1)C(=O)NCN2c1ccccc1 (configuration not stated)
 : -9	?	-16%	-23%	-19%	-5%	?	12%	8%
C1CNC2NCCNC2N1 (configuration not stated)
 : 2	-17	1%	i	-20%	7%	5%	-19%	-13%
COc1ccccc1CC(=O)Nc1ccc2c(c1)OC1(CCCC1)O2
 : -12	-9	?	i	-4%	3%	-5%	10%	-30%[inhibitor]
C=C(C)[C@@H]1[C@H]2OC(=O)[C@H]1[C@]1(O)C[C@H]3O[C@]34C(=O)O[C@H]2[C@]14C
 : -15	8	5%	-23%	0%	-8%	4%	-6%	?
CCC(=NCc1cccnc1)c1c(O)n(-c2ccccc2C)c(=O)[nH]c1=O
 : -2	10	12%	i	-4%	11%	-18%	4%	-24%
CCCCOc1ccc(CN2CCN(CC)CC2)cc1
 : 2	-5	?	-7%[57.5 µM]	-10%	-7%	5%	0%	8%
COC(=O)C1=C(c2c(C)noc2C)C[C@@H]2CC[C@H]1N2C(=O)NCCOc1ccc(OC)cc1
 : -3	-10	2%	i	2%	-5%	2%	6%	0%
CCOP(=O)(Cc1ccc(C(=O)CC)o1)OCC
 : 9	10	11%	i	-2%	1%	23%	5%	-3%
CC1CC(OC(=O)c2ccccc2)(c2ccccc2)C(C)CN1C (configuration not stated)
 : -9	3	?	-13%	-1%	4%	-16%	4%	-23%
O=C(Nc1ccccc1OC(=O)N1CCOCC1)N1CCOCC1
 : -1	4	0%	i	-1%	-12%	19%	-7%	-3%
CN1C(=O)/C(=C/c2ccc(N3CCCCCC3)o2)C(=O)NC1=S
 : 2	-56*	72%[activator]	-46%[inhibitor]	-19%	-16%	-24%	7%	4%
N#CC1C(C#N)C2CCC1C1C2N1c1ccccc1 (configuration not stated)
 : -10	-12	-15%	i	5%	-5%	-8%	10%	-15%
Cc1nc2ccccc2c(=O)n1-c1ccc(Br)cc1[N+](=O)[O-]
 : 2	13	?	-13%	1%	19%	19%	7%	26%
CCOP(=O)(OCC)C(Nc1cccc(C)c1)c1ccc(F)cc1 (configuration not stated)
 : -7	-24	?	-10%	-2%	-3%	16µM*	-1%	16%
Cc1cccn2c(=O)c3cc(C#N)c(=NC(=O)c4ccccc4)n(Cc4ccco4)c3nc12
 : -6&-8	3&5	101%&6%[activator]	-18%&-8%	-1%&12%	266%[activator]	?	4%&5%	-15%&-22%
C[C@@H]1COc2cccc(N3CCN(C)CC3)c2S(=O)(=O)N1
 : 2	7	28%	-15%	-6%	4%	29%	-3%	18%
O=S(=O)(c1cc(Cl)cc(Cl)c1)N1Cc2cc(N3CCOCC3)ccc2-n2nncc2C1
 : 6	2	15%	-1%	5%	-6%	-9%	1%	13%
O=C(c1ccc(Cl)cc1)C1CCCN(C2CCSCC2)C1 (configuration not stated)
 : -6	-23	?	-4%	4%	-2%	-27%	11%	-6%
COc1ccc(OC)c(-n2c(O)c(/C=C3\C=Nc4ccccc43)c(=O)[nH]c2=O)c1
 : 6	-2	-7%	-21%	-3%	-8%	0%	-6%	-17%
O=S1(=O)CC2(N3CCOCC3)CCCCC21 (configuration not stated)
 : 15	-17	2%	-4%[57.5 µM]	2%	0%	-14%	4%	-19%
C(#CCN1CCCCC1)CN1CCCCC1
 : 3	25	30%	i	3%	1%	-1%	0%	14%
Clc1ccc2c(c1)C(c1ccccc1Cl)=NCc1nnc(N3CCN(CCSc4ccccc4)CC3)n1-2
 : 1	-6	0%	-18%	-3%	13%	?	15%	-26%
C[C@H]1CC[C@@H]2N(C1)C[C@H]1[C@@H]3C[C@H]4[C@@H](CC(=O)[C@H]5C[C@@H](O)CC[C@@]54C)[C@@H]3CC[C@H]1[C@]2(C)O
 : -2	-23	-18%	-26%	-6%	4%	9%	-6%	15%
COc1cc(OC)c(OC)cc1CNCCc1ccc(OC)c(OC)c1
 : -12	-29	-4%	-7%[57.5 µM]	-10%	-2%	-6%	-12%	-19%
Cc1oc(-c2ccccc2F)nc1CS(=O)(=O)CC(=O)N1CCN(c2cccc(C(F)(F)F)c2)CC1
 : 15	·	-13%	-95%[inhibitor]	·	-14%	0%	-1%	25%
O=C(c1cc2c(s1)-c1ccccc1OC2)N1CCC2(CC1)OCCO2
 : -4	-1	0%	-23%	-8%	-14%	13µM*	11%	?
CN(C(=O)COC(=O)c1cn(C)c2ccccc12)C1CCCCC1
 : 3	-11	?	-48%[inhibitor]	8%	-27%	-17%	3%	24%
Cc1nc2nc(SCC(=O)N3CCC4(CC3)OCCO4)nn2c(C)c1Cc1ccccc1
 : 2	2	0%	-9%[57.5 µM]	3%	-8%	26µM*	7%	13%
Cc1cc(O)c2c(c1)OC(C)(C)C1=C2CC(C)CC1 (configuration not stated)
 : 2	15	?	-9%	22%	-4%	-21%	-5%	13µM*
CCC(CC)C1C(C#N)=C(N)Oc2n[nH]c(-c3ccccc3)c21 (configuration not stated)
 : -4	-13	0%	i	-3%	?	15%	2%	-22%
OCCNCCc1c[nH]c2ccc(OCc3ccccc3)cc12
 : -15	0	?	-13%	13%	-24%	-4%	0%	8%
CN1C(=O)C(=Cc2ccc(Sc3ccccc3)o2)C(=O)N(C)C1=O
 : 0	-4	-12%	i	6%	2%	-1%	-2%	-11%
COc1ccc(S(=O)(=O)N2CCOCC2)cc1NC(=O)COC(=O)Cc1ccccc1
 : 3	23	12%	i	0%	15%	0%	-1%	13%
O=C(NC(=S)N1C[C@H]2C[C@H](C1)c1cccc(=O)n1C2)c1ccc(Cl)cc1Cl
 : -4	22	8%	i	-6%	4%	12%	-5%	12%
COc1ccc2c(c1OC)CN(C)CCc1cc3c(cc1C(=O)C2)OCO3
 : 2	7	6%	-4%	1%	8%	-13%	6%	?
O=c1[nH]c(=S)n(-c2ccccc2F)c(O)c1C=NCCN1CCNCC1
 : -3	6	18%	-13%	-7%	3%	12%	-8%	-4%
COc1ccccc1OCC#CCN1CCCC1
 : 3	12	0%	i	-1%	7%	-2%	-5%	1%
C[C@@H]1O[C@@H](O[C@@H]2C=C3CC[C@@H]4C(CC[C@]5(C)[C@@H](c6ccc(=O)oc6)CC[C@]45O)[C@@]3(C)CC2)[C@H](O)[C@H](O)[C@H]1O (some centres not stated)
 : 36*	113	-84%	-9%	0%	-55%	0.026µM*	-22%	-18%
O=c1[nH]sc2cc(F)ccc12
 : -16	?	?	-7%	9%	?	1%	0%	-91%[inhibitor]

Carrying on:
Every second line gives: D3 ag	DRD3 antagonist	GLP1R inv ag	PTHR1 agonist	aSyn yeast inh	GLP1R cytotox	KB-V1 cytotox	GLP1R ag	TDP-43 yeast inh
Cc1nn(Cc2ccccc2Cl)c(C)c1C(=O)OCC(=O)NC1CCS(=O)(=O)C1 (configuration not stated)
 : 2	1	10%	-6%	4%	-7%	?	2%	3%
C#CCNc1ccncc1S(=O)(=O)NC(=O)NC(C)C
 : 4	-4	1%	12%[57.5 µM]	0%	5%	4%	-4%	-13%
CCOC(=O)CCCCCNC(=O)c1c(O)[nH]c(=O)[nH]c1=O
 : 6	10	13%	-20%	10%	-4%	-4%	3%	-49%[inhibitor]
CN(C)CCN(C(=O)COc1ccc(Cl)cc1)c1nc2cc3c(cc2s1)OCO3
 : -13	-19	0%	-61%[inhibitor]	-2%	19%	-8%	7%	-31%[inhibitor]

Source: PubChem BioAssay (National Center for Advancing Translational Sciences (NCATS))
